TRb-SRC2 inh – inhibitors of human thyroid hormone receptor beta-SRC2 interaction; P10828; TRbeta-SRC2 peptide binding, fluorescence polarization; receptor liganded with 1 µM T3; Potency, µM (top dose mostly 106 µM), inactives show top-dose activity change, negative = inhibition, usual class: inhibitors; 280,000 compounds, 0.065% hits;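 further: potency means the concentration at half of the fitted maximal effect; plate controls were bound peptide for no effect and peptide without receptor for full effect; nearly all actives have a fitted effect of over 50% in size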
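Human TRb LBD (0.6 uM) plus Texas Red-labeled SRC2 peptide (20 nM), 1uM T3, 5% DMSO, 5 hr at ambient temperature. Decreased polarization (555/632 nm) flags inhibition; data normalized to free and bound peptide controls.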
TexasRed fluor – alters Texas Red total fluorescence, flagging assay interference; TRb/SRC2 Texas Red total fluorescence interference; Potency, µM (doses to about 106 µM), for the others: at the highest dose fluorescence change, negative = quenching; 280,000 compounds, 0.29% hits; active means well fitted curve in either direction with a large enough effect; inconclusive means small, poorly fitted or top-dose-only effect; further: potency means the concentration at half of the fitted maximal effect; on the % scale 0 is the no-effect control and ±100 the full control effect
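Human TRβ ligand-binding domain (0.6 uM) and Texas Red SRC2 peptide (20 nM) in Tris buffer with 1 uM T3 and 5% DMSO were incubated with pinned compound for 5 hr at ambient temperature. Total fluorescence was computed as S + 2P (555/632 nm).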
CBFb-RUNX1 inh – blocks binding between human CBF-beta and RUNX1; AlphaScreen CBFb-His/RUNX1-biotin binding, biochemical; Q01196+Q13951; 230,000 tested, under 10 active; Potency, µM (highest dose often 59.8 µM), inactives show at the highest dose activity, negative = inhibition, actives largely listed as inhibitors; further: % of control where 0% means no effect
Target sequence (Q01196 whole entry, looked up): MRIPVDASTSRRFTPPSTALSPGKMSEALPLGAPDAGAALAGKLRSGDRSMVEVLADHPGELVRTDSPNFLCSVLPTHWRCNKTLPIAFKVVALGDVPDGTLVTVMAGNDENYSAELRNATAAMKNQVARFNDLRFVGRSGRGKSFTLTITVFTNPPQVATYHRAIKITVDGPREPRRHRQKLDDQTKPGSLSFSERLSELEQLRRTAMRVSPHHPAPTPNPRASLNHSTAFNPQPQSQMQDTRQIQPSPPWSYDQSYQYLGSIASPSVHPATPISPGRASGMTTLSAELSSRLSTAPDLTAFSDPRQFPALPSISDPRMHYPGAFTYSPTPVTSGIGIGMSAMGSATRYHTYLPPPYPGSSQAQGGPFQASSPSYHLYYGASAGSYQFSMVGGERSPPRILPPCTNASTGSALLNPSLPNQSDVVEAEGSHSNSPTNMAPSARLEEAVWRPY
Target sequence (Q13951 whole entry, looked up): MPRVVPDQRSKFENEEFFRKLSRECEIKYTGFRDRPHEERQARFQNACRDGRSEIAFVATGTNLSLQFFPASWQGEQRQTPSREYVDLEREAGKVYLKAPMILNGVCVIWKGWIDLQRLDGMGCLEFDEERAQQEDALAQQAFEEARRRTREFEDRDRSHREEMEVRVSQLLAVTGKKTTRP
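AlphaScreen binding: CBFb-His and RUNX1-biotin (30 nM each) preincubated 20 min, compound added for 15 min, then nickel and streptavidin beads for 90 min, all at room temperature. Disruption of the interaction by any mechanism counts as activity.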
GLA spleen mod – alpha-galactosidase A (human) modulation | human spleen homogenate, 4MU-alpha-Gal fluorescence, 40 min | Potency, µM (highest dose often 80 µM), inactives show at the top dose activity change, negative = inhibition, usual class: inhibitors | 240,000 compounds, 0.008% hits | AID 2107;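 further: potency means the concentration at half of the fitted maximal effect; 0% = enzyme with vehicle and -100% = no enzyme basal signal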
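Human spleen homogenate (1 ug) as enzyme source, 4-methylumbelliferyl-alpha-D-galactopyranoside 1 mM final, citrate/phosphate pH 5.0 with 0.01% Tween-20. Compounds 40 min at 37C, NaOH/glycine stop; fluorescence Ex 365/Em 440, Hill-fit AC50.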
Epigenetic derep – epigenetic control regulation, reporter derepression; 280,000 compounds, 0.2% hits; Potency, µM (titrated, usually from 53.9 µM), for the others: at the highest dose GFP activation, usual class: activators; murine LDR cells, GFP reporter derepression, 30 h; further: potency means the concentration at half of the fitted maximal effect; % of control where 0% means no effect; nearly all actives have a fitted effect of over 60% in size
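Murine LDR cells carrying a silenced, genomically integrated CMV-driven GFP reporter were exposed to compound for 30 hours at 37 C. After PBS washes, GFP-positive cells (20–120 um objects) were counted by laser-scanning microplate cytometry.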
Tau FP inhib – inhibitors of human tau fibril formation. Potency, µM (doses to about 57.7 µM), inactives show at the highest dose activity, negative = inhibition, most hits filed as inhibitors. P10636. 280,000 compounds, 0.39% hits. K18 P301L tau heparin fibrillization, Alexa594 FP, 6 h; further: potency means the concentration at half of the fitted maximal effect; on the % scale 0 is the no-effect control and ±100 the full control effect; nearly all actives have a fitted effect of over 55% in size
Target sequence (P10636 561-689 P618L limits assumed): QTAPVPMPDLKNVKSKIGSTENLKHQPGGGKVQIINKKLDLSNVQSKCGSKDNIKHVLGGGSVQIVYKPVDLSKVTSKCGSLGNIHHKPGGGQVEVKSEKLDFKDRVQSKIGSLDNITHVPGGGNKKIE
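Heparin (20 uM) drove fibril formation of recombinant tau K18 P301L, 15 uM unlabeled with 0.24 uM Alexa 594 label, for 6 hr at 37 C in 100 mM sodium acetate pH 7. Fluorescence polarization (555/632 nm) read 1 hr after 30 uM ThT.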
NPSR antag – neuropeptide S receptor (human) antagonism, cAMP; Q6W5P4; CHO-NPSR cells, cAMP TR-FRET, antagonist mode; Potency, µM (doses to about 38.3 µM), inactives show top-dose activity change, negative = inhibition, usual class: inhibitors; 220,000 compounds, 1% hits; further: potency means the concentration at half of the fitted maximal effect; on the % scale 0 is the no-effect control and ±100 the full control effect; nearly all actives have a fitted effect of over 50% in size; many of its hits are not listed in these tables
Tau fluor counter – counter-screen for tau fibril formation inhibitors; tau K18 P301L Alexa594 fluorescence, heparin fibrillization; Potency, µM (titrated, usually from 57.7 µM), for inactives: top-dose activity change, negative = decrease; 280,000 compounds, 0.93% hits; AID 1463; further: potency means the concentration at half of the fitted maximal effect; on the % scale 0 is the no-effect control and ±100 the full control effect; nearly all actives have a fitted effect of over 55% in size
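Human tau K18 P301L (15 uM unlabeled, 0.24 uM Alexa 594-labeled) in 100 mM sodium acetate pH 7 with 20 uM heparin, 6 hr at 37 C. ThT 30 uM added, 1 hr ambient; Alexa 594 FP and total fluorescence read at 555/632 nm.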
Numbers without * were called inactive; u = inconclusive; x = not tested or not shown; [ ] = dose if it differs, or a comment. Unless noted, the call rests on the fitted dose curve; in most records, active means well fitted curve in the direction sought with a large enough effect; inconclusive means small, poorly fitted or top-dose-only effect, or another doubt; inactive means no such curve, though single readings can be large; an effect the other way counts as inactive or inconclusive.

SMILES	TRb-SRC2 inh	TexasRed fluor	CBFb-RUNX1 inh	GLA spleen mod	Epigenetic derep	Tau FP inhib	NPSR antag	Tau fluor counter
c1ccc(-c2noc(-c3ccco3)n2)nc1	-1%	1%	6%	9%	-1.1%	2%	-6%[46.1 µM]	2%
CCOC(=O)C1=C2c3ccc4ccccc4c3CC(C)(C)N2C(=O)C1=O	6%	0%	7%	-5%	1.5%	5%	-26%	8%
OCCNCc1cc(Br)ccc1OCc1ccccc1	-27%	1%	2%	5%	0.0%	6%	17%	-4%
COc1cccc(-c2cc(C(F)(F)F)nc(-n3cccn3)n2)c1	9%	0%	5%	4%	1.8%	-7%	-7%[46.1 µM]	-18%
COc1ccccc1C(=O)NNC(=O)c1ccc(NC(=O)CC(C)C)cc1	-9%	-1%	3%	-2%	-1.2%	-3%	-12%	-9%
COc1ccc(N(C)C(=S)Nc2ccc3nc(C)c(C)nc3c2)cc1	5%	-1%	6%	-2%	-1.0%	5%	9%	-27%
CC(=O)Nc1nc(C)nc(-c2ccccc2OC(C)=O)n1	7%	0%	4%	-15%	2.1%	-2%	-4%[46.1 µM]	4%
CCN(CC)c1ccc(NC(=O)CCCN2C(=O)C(c3ccccc3)Oc3cccnc32)c(C)c1 (stereo not given)	4%	-3%	x	x	5.2%	0%	x	-18%
O=C(NCCn1cc(SCC(=O)N2CCOCC2)c2ccccc21)c1c(F)cccc1F	6%	0%	-7%	6%	-1.2%	-2%	9%	-6%
N=c1ccn(Cc2ccc([N+](=O)[O-])cc2)cc1	-6%	0%	4%	1%	4.6%	-1%	15%	-11%
COc1ccc(CCN=C(N)C(C)c2ccccc2)cc1OC (stereo not given)	3%	-4%	5%	-1%	2.1%	2%	44%	-9%
CCC(C)[C@H]1CN=C(N)N1CCCc1cc(OC)c(OC)c(OC)c1 (stereo not given in full)	-5%	0%	14%	-2%	0.3%	3%	9%	10%
Cc1ccc(C(=O)OCCc2sc[n+](Cc3ccccc3)c2C)cc1	-3%	-3%	-3%	6%	-0.9%	8%	-1%[46.1 µM]	-7%
CC(C)Nc1nc(-c2ccccc2)nnc1-c1ccccc1	-1%	-5%	1%	-3%	-0.7%[10.1 µM]	-6%	-34%	-2%
O=C1/C(=C/c2ccc(O)cc2)SC(=S)N1Cc1cccnc1	10%	-1%	-2%	6%	6.7%	-7%	1%	-21%

Next results:
SMILES	TRb-SRC2 inh	TexasRed fluor	CBFb-RUNX1 inh	GLA spleen mod	Epigenetic derep	Tau FP inhib	NPSR antag	Tau fluor counter
CC(C)c1nc(=S)c2ccccc2[nH]1	2%	2%	17%	8%	1.0%	-2%	10%[46.1 µM]	2%
COc1ccc(-n2c(SCC(=O)NCc3cccs3)nnc2-c2ccoc2C)cc1	-6%	-6%	0%	-4%	0.9%	-4%	-15%[46.1 µM]	-7%
CCOC(=O)N1CCN(C(=O)CCn2c(=S)[nH]c3cc(OCC)c(OCC)cc3c2=O)CC1	3%	2%	6%	-3%	-1.0%	-4%	-4%[46.1 µM]	1%
CCOC(=O)C(CSCC(=O)c1ccc(Cl)cc1)NC(=O)OC(C)(C)C (stereo not given)	0%	2%	4%	-7%	2.8%	-6%	-20%[46.1 µM]	-22%
O=C(Nc1cccnc1)c1cc(-c2cccs2)on1	-1%	2%	-2%	1%	0.0%	-2%	-8%[46.1 µM]	-5%
COc1ccc(CCNC(=O)Cc2c(C)c3c(cc(C)c4c(C)c(C)oc43)oc2=O)cc1	-16%	-1%	x	x	9.6%	-3%	x	1%
CSc1nc(-c2ccccc2)nc(NC(C)=O)c1C(C)=O	10%	0%	9%	3%	-1.4%	0%	24%	1%
Cn1cc(S(=O)(=O)N2CCN(c3ccccc3)CC2)c(=O)n(C)c1=O	-3%	1%	12%	4%	-0.8%	1%	-9%[46.1 µM]	-3%
COc1ccc(OC)c(CCNC(=O)CCCc2nnc3n(C)c(=O)c4sccc4n23)c1	1%	0%	x	x	1.0%	-4%	x	-1%
O=C(NCCCn1ccnc1)c1cccnc1	-7%	-5%	-17%	6%	-1.0%	-2%	-23%[46.1 µM]	3%
Cc1nnc(NCc2ccncc2)c2ccccc12	-2%	-7%	20%	-6%	5.6%	-10%	-1%[46.1 µM]	-5%
CC(=O)c1c(N2CCN(CCO)CC2)nc(=S)n(-c2ccccc2)c1C	-2%	0%	11%	4%	-1.5%	-3%	14%	3%
O=C(NCC(c1cccs1)N1CCOCC1)c1cc([N+](=O)[O-])cc([N+](=O)[O-])c1 (stereo not given)	-1%	1%	2%	7%	-1.0%	6%	27%	-5%
CCC(C)C(NC(=O)c1ccccc1NC(=O)c1ccc(C)cc1)C(=O)O (stereo not given)	-3%	0%	6%	2%	-0.3%	-2%	-25%	-2%
COc1cc(/C=C(\C#N)c2ccccn2)cc(OC)c1O	3%	-7%	10%	0%	0.0%	9%	-15%	-11%

(listing goes on)
SMILES	TRb-SRC2 inh	TexasRed fluor	CBFb-RUNX1 inh	GLA spleen mod	Epigenetic derep	Tau FP inhib	NPSR antag	Tau fluor counter
Cc1nccn1CC(=O)N/N=C/c1c[nH]c2ccccc12	-4%	0%	15%	-20%	-1.0%	-7%	7%	-14%
Cc1cc(N2CCCCC2)nc(-c2ccc(Br)cc2)n1	1%	1%	18%	0%	3.9%	-5%	-37%	-12%
COc1ccccc1C(=O)Nc1c(C(=O)N(C)c2ccccc2)sc2nc(C)cc(C)c12	-5%	5%	x	x	0.0%	-1%	x	-5%
CCOC(=O)CSc1nc2c([nH]c3ccccc32)c(=O)n1-c1ccc(OC)cc1	3%	-1%	x	x	2.5%	-3%	x	3%
Cc1cc(CN2CCN(c3ccc(F)cc3)CC2)cs1	-3%	-1%	x	x	-1.5%	3%	x	-15%
N#Cc1c(NCCCO)nc(-c2ccco2)c2c1CCCC2	-5%	0%	12%	u	-0.2%	2%	-3%[46.1 µM]	-8%
CC1=C(C(=O)OCC2CCCO2)C(c2ccc(C)o2)C2=C(CC(c3ccc(N(C)C)cc3)CC2=O)N1 (stereo not given)	1%	-3%	u	2%	-3.4%	3%	-22%[46.1 µM]	-27%
Cc1c(Cl)cccc1NC(=S)N1CCOCC1	-3%	-2%	0%	-1%	-3.0%	-1%	18%	-4%
C=CCOc1c(Cl)cc(CNc2nccs2)cc1OC	-5%	-3%	-2%	-2%	0.9%	6%	-10%	-17%
CCOC(=O)c1cc(-c2cccs2)[nH]n1	1%	-7%	4%	11%	1.0%	x	12%	x
Cc1ccc(NC(=S)N(Cc2ccccc2)Cc2cccs2)c(C)c1	-1%	1%	5%	-10%	5.3%	u	-40%	-14%
Cc1c(Cl)cccc1NS(=O)(=O)c1ccc(-c2cnc(C3CC3)o2)cc1	11%	-1%	x	x	2.5%	-6%	x	u
CCc1ccc(NC(=O)CSc2nc(-c3ccccc3Cl)nc3c2Cc2c(CO)cnc(C)c2O3)cc1	5%	1%	x	x	3.4%	-5%	x	-15%
CCOC(=O)C(C(=O)OCC)C1CCS(=O)(=O)C1 (stereo not given)	-3%	-3%	-4%	-1%	0.8%	5%	1%[46.1 µM]	2%
CCCn1nnc(NC(=S)NC(=O)C(C)(C)C)n1	3%[53 µM]	-4%[53 µM]	-2%	12%	-1.3%	-8%	12%	2%

Carrying on.
SMILES	TRb-SRC2 inh	TexasRed fluor	CBFb-RUNX1 inh	GLA spleen mod	Epigenetic derep	Tau FP inhib	NPSR antag	Tau fluor counter
COc1cc(NC(=O)c2cc(C(C)C)on2)cc(OC)c1OC	6%	4%	-1%	3%	-1.0%	-2%	-6%[46.1 µM]	-8%
CS(=O)(=O)N(CC(=O)NCC1CCCO1)c1cccc(Cl)c1 (stereo not given)	0%	2%	5%	-4%	1.1%	-3%[2.34 µM]	-19%	-53%
O=C(CC12CC3CC(CC(C3)C1)C2)NCC(=O)OCc1cc(=O)oc2ccc3ccccc3c12	-9%	u	-1%	4%	-0.9%	-7%	-26%[46.1 µM]	-20%
Nc1c(C(=O)Nc2ccccc2Cl)c2ccccn2c1C(=O)c1ccccc1	1%	-1%	x	x	-0.4%	-6%	x	-8%

Laid out differently: 8 of the compounds above.
Values run as follows: TRb-SRC2 inh, TexasRed fluor, CBFb-RUNX1 inh, GLA spleen mod, Epigenetic derep, Tau FP inhib, NPSR antag, Tau fluor counter
- Cc1ccc(NC(=S)N(Cc2ccccc2)Cc2cccs2)c(C)c1
→ -1%, 1%, 5%, -10%, 5.3%, u, -40%, -14%
- Cc1c(Cl)cccc1NS(=O)(=O)c1ccc(-c2cnc(C3CC3)o2)cc1
→ 11%, -1%, x, x, 2.5%, -6%, x, u
- CCc1ccc(NC(=O)CSc2nc(-c3ccccc3Cl)nc3c2Cc2c(CO)cnc(C)c2O3)cc1
→ 5%, 1%, x, x, 3.4%, -5%, x, -15%
- CCOC(=O)C(C(=O)OCC)C1CCS(=O)(=O)C1 (stereo not given)
→ -3%, -3%, -4%, -1%, 0.8%, 5%, 1%[46.1 µM], 2%
- CCCn1nnc(NC(=S)NC(=O)C(C)(C)C)n1
→ 3%[53 µM], -4%[53 µM], -2%, 12%, -1.3%, -8%, 12%, 2%
- COc1cc(NC(=O)c2cc(C(C)C)on2)cc(OC)c1OC
→ 6%, 4%, -1%, 3%, -1.0%, -2%, -6%[46.1 µM], -8%
- CS(=O)(=O)N(CC(=O)NCC1CCCO1)c1cccc(Cl)c1 (stereo not given)
→ 0%, 2%, 5%, -4%, 1.1%, -3%[2.34 µM], -19%, -53%
- O=C(CC12CC3CC(CC(C3)C1)C2)NCC(=O)OCc1cc(=O)oc2ccc3ccccc3c12
→ -9%, u, -1%, 4%, -0.9%, -7%, -26%[46.1 µM], -20%

Bioassay records (PubChem BioAssay)

A portion of the library; count on the stated rates, not on these rows.
